CF NFkB block – inhibitors of cystic fibrosis induced NF-kB. KKLEB NF-kB-GFP reporter, PAF-induced, GFP fluorescence overnight. inhibition, % at 5 µM. hit rate 0.86% among 360,000. AID 588850;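 active = at least 50% inhibition at 5 µM, scaled per plate between neutral and stimulator controls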;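 also: PAF is a Pseudomonas aeruginosa culture filtrate used as stimulus; plate controls were PAF-stimulated DMSO wells for no effect and unstimulated DMSO wells for full effect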
TWEAK-Fn14 inh – inhibitors of TWEAK-Fn14 interaction signaling. AID 1159606. hit rate 2% among 360,000. inhibition, % at 10 µM. TWEAK-stimulated Fn14 reporter cells, luciferase luminescence, 8 h; in the data active = inhibition above about 50%
NCOA1 inh – inhibits human SRC1 coactivator; HEK293 GAL4-SRC1 luciferase reporter, luminescence; hit rate 0.12% among 360,000; inhibition, % at 3.6 µM;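 active = inhibition above the campaign mean plus 3 SD, with each screening campaign given its own cutoff, cut at about 60% in these data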;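 also: 0% = DMSO treated cells and 100% = gossypol at 36 µM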
SRC2 inh – inhibits human steroid receptor coactivator 2; Q15596; HEK293 GAL4-SRC2 luciferase reporter, luminescence; inhibition, % at 9 µM; hit rate 0.17% among 370,000; AID 651957;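 active = inhibition above the mean inhibition of all tested compounds plus 3 SD, set per campaign, cut at about 52% in these data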;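 also: 0% = DMSO treated cells and 100% = cells given Gossypol at 36 µM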
TROY signal inh – TROY signaling inhibition; Q293 LMP1-TROYcd NF-kB luciferase reporter, 4 h; inhibition, % at 10 µM; hit rate 0.98% among 360,000; AID 1347056;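 active = compounds whose plate-normalised and pattern-corrected inhibition of the luciferase reporter signal at the single screening dose is 50% or more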
EBV LMP1 NFkB – inhibitors of Epstein-Barr LMP1-induced NF-kappaB reporter; hit rate 0.69% among 350,000; inhibition, % at 12.5 µM; LMP1-induced NF-kappaB luciferase reporter cells, luminescence; in the data active = inhibition above about 41%;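 also: 0% = neutral control wells and 100% = reference inhibitor control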
KKLEB tox – counter-screen for CF NF-kB inhibitors: cytotoxicity; KKLEB CF airway cells viability, ATPlite luminescence, overnight; stronger effect = lower value; cells stimulated with P. aeruginosa culture filtrate; activity change (cytotoxicity), % at 5 µM; hit rate 0.36% among 360,000; AID 602141;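 active = corrected activity change at or below -50% at 5 µM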
C8 TRAIL sens – sensitizes caspase-8 expressing cells to TRAIL; hit rate 1% among 360,000; inhibition (viability loss, TRAIL sensitization), % at 10 µM; NB7+C8 cells + TRAIL, ATPlite viability luminescence;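 active = compounds causing at least 50% loss of cell viability in the single-dose screen, relative to plate controls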
NR5A2 inv ag – suppresses constitutive activity of human LRH-1; HEK293T StAR-luciferase reporter, LRH-1 transfected, 24 h; inhibition, % at 3.6 µM; hit rate 0.13% among 360,000;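 active = inhibition above the mean inhibition of all tested compounds plus 3 SD, cut at about 73% in these data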;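 also: 0% = DMSO wells and 100% = reporter-only cells lacking LRH-1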
Target sequence (O00482 whole entry, looked up): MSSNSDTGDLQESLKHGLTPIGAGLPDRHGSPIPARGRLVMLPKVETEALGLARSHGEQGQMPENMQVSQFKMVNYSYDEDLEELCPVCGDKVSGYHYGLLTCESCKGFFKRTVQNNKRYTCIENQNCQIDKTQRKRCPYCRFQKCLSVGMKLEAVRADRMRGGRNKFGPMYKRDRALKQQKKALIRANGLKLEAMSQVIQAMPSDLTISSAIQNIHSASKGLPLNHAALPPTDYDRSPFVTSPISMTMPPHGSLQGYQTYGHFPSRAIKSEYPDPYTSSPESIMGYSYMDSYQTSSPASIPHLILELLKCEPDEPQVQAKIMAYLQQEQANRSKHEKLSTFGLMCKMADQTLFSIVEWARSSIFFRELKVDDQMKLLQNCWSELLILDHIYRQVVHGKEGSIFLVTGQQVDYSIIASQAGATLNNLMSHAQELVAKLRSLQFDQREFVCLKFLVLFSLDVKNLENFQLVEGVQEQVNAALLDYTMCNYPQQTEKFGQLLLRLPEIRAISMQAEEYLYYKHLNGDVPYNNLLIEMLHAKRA
NCOA3 inh – inhibits human SRC3 coactivator. Q9Y6Q9. HEK293 GAL4-SRC3 luciferase reporter, luminescence. inhibition, % at 3.6 µM. hit rate 0.17% among 360,000. AID 588352;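 active = inhibition above a per-campaign cutoff, the mean of all compounds plus 3 SD, cut at about 60% in these data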;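 also: 0% = DMSO-treated cells and 100% = gossypol-treated cells at 36 µM; higher means less SRC3-driven luciferase light from the GAL4 reporter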
NR2F2 inh – NR2F2 (human) inhibition, primary screen; P24468; HEK293T NGFI-A luciferase reporter, luminescence; inhibition, % at 8.6 µM; hit rate 0.7% among 370,000; AID 686940;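 active = inhibition above a per-plate cutoff, mean inhibition of test wells between control levels plus 3 SD, cut at about 38% in these data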;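 also: cells cotransfected with COUP-TFII expression vector driving the NGFI-A reporter; 0% = median of COUP-TF2 test wells and 100% = reporter-only cells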
Target sequence (P24468 whole entry, looked up): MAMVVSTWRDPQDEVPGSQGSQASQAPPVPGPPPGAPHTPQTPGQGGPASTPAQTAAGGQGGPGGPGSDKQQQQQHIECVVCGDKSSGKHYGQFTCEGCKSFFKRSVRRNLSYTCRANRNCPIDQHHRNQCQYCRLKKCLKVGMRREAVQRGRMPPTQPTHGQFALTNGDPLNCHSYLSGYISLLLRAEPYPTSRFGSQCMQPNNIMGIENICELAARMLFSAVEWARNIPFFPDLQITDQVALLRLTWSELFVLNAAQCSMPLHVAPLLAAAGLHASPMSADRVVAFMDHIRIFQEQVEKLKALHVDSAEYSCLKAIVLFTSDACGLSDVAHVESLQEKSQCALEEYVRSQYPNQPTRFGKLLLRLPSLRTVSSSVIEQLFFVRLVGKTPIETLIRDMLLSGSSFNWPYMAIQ
Starred values were filed as active, the others as inactive; · = not tested or not shown.

SMILES | CF NFkB block | TWEAK-Fn14 inh | NCOA1 inh | SRC2 inh | TROY signal inh | EBV LMP1 NFkB | KKLEB tox | C8 TRAIL sens | NR5A2 inv ag | NCOA3 inh | NR2F2 inh
CCCCC(=O)NCCc1ccc(S(N)(=O)=O)cc1 | 12 | -8 | -98 | -2 | -5 | 3 | 1 | -12 | 5 | -19 | 1
CCOC(=O)CN/C=C(\C#N)c1ccc(F)cc1 | -24 | 6 | 10 | 14 | -7 | 2 | -14 | 3 | 0 | -3 | -8
O=C(NC(NNc1ccc([N+](=O)[O-])cc1)(C(F)(F)F)C(F)(F)F)c1ccc(F)cc1 | -5 | 11 | -6 | 3 | -10 | 0 | -10 | 14 | 36 | 1 | 0
Cc1ccc(NC(=O)C2CC(=O)n3c(nc4ccccc43)N2)cc1C (stereo not drawn) | -4 | -3 | -1 | 32 | 8 | -4 | 3 | 2 | 6 | 16 | -6
O=C(Nc1ccc(CN2CCS(=O)(=O)CC2)cc1)c1ccc(Cl)cc1 | -17 | -39 | -18 | -20 | -10 | 7 | 0 | 10 | -11 | -14 | 19
COc1ccc(CNC(=O)Cc2cccs2)cc1 | -2 | -6 | -42 | · | -38 | -9 | 9 | 6 | -40 | -45 | ·
Cc1cc(C)n(C(=O)CCC(=O)Nc2ccc(C)c(C)c2)n1 | 2 | 0 | 8 | -9 | 1 | 1 | 4 | 4 | 4 | 7 | -3
CCOC(=O)c1cnc(SCC(=O)Nc2cc(OC)ccc2OC)nc1N | 7 | 14 | 6 | -18 | 29 | 17 | 0 | 12 | 5 | 3 | 10
COCCNC(=O)C1CCCN(C(=O)C2(c3ccc(Cl)cc3)CCCC2)CC1 (stereo not drawn) | -11 | 17 | -8 | -6 | 13 | · | -4 | -9 | 14 | 0 | 8
CC1=C(C(N)=O)C(c2cccc(O)c2)n2nc(CCCO)nc2N1 (stereo not drawn) | 10 | -17 | -2 | -2 | 17 | -6 | 0 | -14 | -7 | -11 | -6
CCN1CCN(c2ncc(C(=O)N3CCN(c4ccccc4OC)CC3)c3ccccc23)CC1 | 7 | -11 | -11 | -11 | -10 | -10 | -8 | -1 | -2 | 12 | 0
C#CCn1c(C)cc(C)c(S(=O)(=O)c2ccccc2)c1=O | -8 | -7 | -28 | -23 | -35 | -14 | 7 | 8 | -58 | -20 | -24
CC1Cc2cc(-c3csc(NC(=O)Cc4ccccc4)n3)ccc2N1S(C)(=O)=O (stereo not drawn) | -39 | 92* | 15 | 15 | 60* | 7 | 21 | 11 | 37 | 46 | 75*
CC(=O)N1CCOc2ccc(S(=O)(=O)N3CCC(C(=O)Nc4ccc(C)cc4)CC3)cc21 | 7 | -1 | 2 | 20 | 4 | 7 | 13 | 10 | -13 | -3 | 18
CCCCOc1ccc(CSCCN=C(N)N)cc1 | -11 | 16 | -24 | 24 | -56 | 3 | 1 | 36 | -43 | -36 | 31
Nc1nc(Cl)c2ncn(C3OC(CO)C(O)C3O)c2n1 (stereo not drawn) | 3 | 2 | -18 | -4 | -3 | -5 | 20 | 14 | -1 | -3 | -2
O=C(CCSCc1ccccc1F)NCc1cccs1 | 3 | -2 | 1 | -16 | -17 | 1 | 4 | 46 | 10 | 3 | -15
[N-]=[N+]=NC1c2ccccc2C(=O)N1Cc1ccccc1 (stereo not drawn) | 4 | 3 | 9 | -13 | -1 | -7 | -4 | -2 | 26 | -11 | 7
CC(/C=C/C=C/c1ccccc1)=N\NC(=O)c1cccnc1 | -11 | -6 | -23 | 19 | 1 | -11 | 6 | 0 | 10 | -2 | -28
CCOc1ccccc1N1CCN(CC(=O)c2c(N)n(C)c(=O)n(C)c2=O)CC1 | 16 | -4 | 17 | 7 | -11 | 4 | 3 | -3 | 15 | 7 | 11
CCCCN(CCCC)c1nc(-c2ccncc2)nc2ccccc12 | -4 | 27 | -5 | -13 | 26 | -10 | -17 | 17 | -7 | 20 | -1
Cc1ccc2nc(SC(C)C(=O)N3CC(C)OC(C)C3)[nH]c2c1 (stereo not drawn) | -6 | 7 | -13 | -45 | -8 | -5 | 2 | -40 | 18 | -4 | -16
Cc1ccc(Nc2nc(C(=O)NCCCN3CCOCC3)cs2)cc1 | -6 | -13 | -4 | -3 | -10 | 1 | -6 | 8 | 19 | -3 | -12
CC(=O)Oc1ccccc1C(=O)Oc1ccc(/C=N/n2cnnc2)cc1 | 73* | 37 | -3 | -28 | 41 | 0 | -15 | 13 | 2 | 3 | 9
CCC(CO)Oc1cc(NC(=O)c2ccc(C)cc2)c2ncn(C(C)C)c2c1 (stereo not drawn) | 12 | 0 | -13 | -13 | 19 | 3 | 26 | -2 | -26 | 8 | 5

A stretch from further up:
SMILES | CF NFkB block | TWEAK-Fn14 inh | NCOA1 inh | SRC2 inh | TROY signal inh | EBV LMP1 NFkB | KKLEB tox | C8 TRAIL sens | NR5A2 inv ag | NCOA3 inh | NR2F2 inh
CC(=O)Oc1ccccc1C(=O)Oc1ccc(/C=N/n2cnnc2)cc1 | 73* | 37 | -3 | -28 | 41 | 0 | -15 | 13 | 2 | 3 | 9
CCC(CO)Oc1cc(NC(=O)c2ccc(C)cc2)c2ncn(C(C)C)c2c1 (stereo not drawn) | 12 | 0 | -13 | -13 | 19 | 3 | 26 | -2 | -26 | 8 | 5

Continued.
SMILES | CF NFkB block | TWEAK-Fn14 inh | NCOA1 inh | SRC2 inh | TROY signal inh | EBV LMP1 NFkB | KKLEB tox | C8 TRAIL sens | NR5A2 inv ag | NCOA3 inh | NR2F2 inh
CC(=O)Nc1ccc(N2C(=O)CSC2c2ccc(F)cc2)cc1 (stereo not drawn) | -15 | -12 | -2 | -11 | -9 | -4 | 5 | -23 | -4 | 5 | -6
O=c1[nH]c2ccc(NCc3ccccc3OCc3ccc(Cl)cc3)cc2[nH]1 | -23 | -12 | -6 | 16 | -22 | 4 | 13 | -2 | -38 | -28 | 19
COc1ccccc1NC(=O)N(Cc1ccccc1)c1ccccn1 | 7 | 30 | -15 | -5 | · | -14 | 4 | -11 | 0 | -1 | -21
COc1ccc(C(=O)NNC(=O)c2ccc3ccccc3c2O)cc1 | 16 | 18 | 2 | -19 | -20 | -1 | -14 | -1 | 13 | -12 | 26
CCCOc1ccccc1/C=C1\SC(N2CCCCC2)=NC1=O | -10 | -55 | -11 | -23 | -55 | -38 | 9 | 17 | -108 | -87 | -48
COc1ccc(NC(=O)CNc2cccc(S(=O)(=O)N3CCCCCC3)c2)c([N+](=O)[O-])c1 | -9 | -28 | 7 | 26 | 8 | -9 | 6 | 3 | 22 | -1 | -1
OC(COCc1ccc(Cl)cc1)CN1CCN(c2ccccn2)CC1 (stereo not drawn) | -3 | 3 | 6 | -5 | 11 | 7 | 8 | 0 | -14 | 22 | 7
Cc1[nH]n(-c2ccccc2)c(=O)c1/C=N/N(c1ccccc1)c1ccccc1 | 3 | -12 | 5 | -10 | 12 | 13 | 4 | 8 | 4 | 13 | -12
CC(=O)Oc1ccc(CCC(C)OC(C)=O)cc1 (stereo not drawn) | -5 | 1 | -2 | 7 | -6 | 3 | 0 | -5 | 2 | 18 | 5
CCc1cccc(C)c1NC(=O)COC(=O)c1c2c(nc3ccccc13)/C(=C\c1cccs1)CCC2 | 16 | 4 | 19 | -26 | 9 | -18 | -41 | 15 | 3 | 14 | 11
CCOC(=O)CC1Sc2ccccc2NC1=O (stereo not drawn) | -3 | 5 | -3 | · | 0 | -5 | 8 | 0 | -20 | 5 | ·
CCOc1cc(C2C3=C(CCCC3=O)Nc3nc(C(=O)OC)nn32)ccc1OC (stereo not drawn) | 10 | 16 | -45 | -5 | 5 | -4 | -24 | 3 | 1 | -6 | -17
C/C(=N\NC(=O)c1cccs1)c1ccc2c(c1)OCO2 | -24 | -31 | -70 | -65 | -47 | -36 | 7 | -3 | -136 | -85 | -43
CCN(c1ccccc1)S(=O)(=O)c1ccc(C(=O)NCc2ccco2)cc1 | -18 | 11 | 9 | 2 | -9 | -7 | 13 | 22 | 1 | -14 | -8
C=CCc1ccc(OCCOCCNCCCC)c(OC)c1 | 4 | 2 | -1 | 2 | -18 | -20 | -8 | 3 | 3 | 3 | -5
COc1ccc(/C=C/C(=O)Nc2nnc(C(C)C)s2)cc1OC | 2 | -3 | -39 | 2 | 2 | · | 6 | -15 | 5 | 15 | -3
CC1=NN(C(=O)c2ccncc2)C(=O)C1N=Nc1ccc2ccccc2c1 (stereo not drawn) | 33 | 27 | -79 | -39 | -22 | -12 | -14 | 29 | -27 | -85 | -24
CSC1=NCCN1C(=O)c1ccc(S(=O)(=O)N2CCOCC2)cc1 | 0 | 29 | -3 | 9 | 16 | 0 | -2 | -19 | -2 | -8 | 12
O=C(Nc1ccccn1)C1CCN(S(=O)(=O)c2cccs2)CC1 | -5 | 10 | -22 | 0 | 6 | 7 | 7 | 7 | 16 | 9 | 8
Cc1nc(N2CCc3ccccc3C2)[nH]c(=O)c1CCC(C)C | 11 | -13 | -35 | · | -20 | -20 | -4 | -15 | 9 | 10 | ·
O=C(CN1CCN(C(=O)CCC(=O)N2CCC(c3ccccc3)=N2)CC1)Nc1cccc(F)c1 | -2 | -6 | 12 | 14 | 9 | 3 | 1 | -16 | 20 | -3 | 25
CC(C)Oc1cccc(-c2cc(C(=O)NN3CCOCC3)c3ccccc3n2)c1 | 4 | -8 | -4 | 3 | -1 | 1 | -3 | -2 | 42 | -1 | -11
CCCS(=O)(=O)NC(=O)C1(C)CCCN(C(=O)COCc2ccccc2)C1 (stereo not drawn) | -11 | 9 | 4 | -20 | -5 | · | 1 | -11 | 13 | -2 | -18
CCOC(=O)c1ccc(NC(=S)N(CCCN(CC)CC)Cc2ccco2)cc1 | 4 | -10 | -25 | -6 | -3 | -14 | 6 | -4 | 3 | 21 | 2
CCOC(=O)N1CCC(N2C(=O)c3ccc(C(=O)Nc4cccc(OC)c4)cc3C2=O)CC1 | -15 | -32 | 0 | 12 | 10 | 1 | 21 | 3 | -3 | -8 | 13

Next section.
SMILES | CF NFkB block | TWEAK-Fn14 inh | NCOA1 inh | SRC2 inh | TROY signal inh | EBV LMP1 NFkB | KKLEB tox | C8 TRAIL sens | NR5A2 inv ag | NCOA3 inh | NR2F2 inh
Cn1c(CN2CCN(c3ccccc3NS(C)(=O)=O)CC2)nc2ccccc21 | -2 | 4 | 11 | -6 | 12 | -4 | 0 | -3 | 23 | 5 | 18
O=C(Cc1ccc(Br)cc1)N/N=C/c1cccnc1 | -33 | 3 | 2 | 3 | -9 | -3 | 8 | -22 | 17 | 4 | -6
COc1ccc(-c2cn(CC3CCCCC3)nn2)cc1 | 12 | -51 | -80 | -25 | -95 | -20 | 8 | 2 | -39 | -89 | -21
O=C1C=C(c2ccccc2)C[C@H](c2cccs2)[C@H]1n1cnc([N+](=O)[O-])c1 | 7 | -14 | -13 | -7 | 1 | 9 | -6 | -4 | -22 | -3 | 9
O=C(CCNc1n[nH]c(=O)[nH]c1=O)N1CCOCC1 | 3 | 12 | 5 | 6 | 8 | 2 | 3 | 7 | 2 | 9 | -9
CC(C)(C)C(=O)Nc1sc2c(c1C#N)CCCCC2 | -49 | -35 | -27 | -25 | -15 | -19 | 34 | -14 | -28 | -30 | 4
CCN(CCO)c1ccc(Nc2cc(-c3ccc(-c4ccccc4)cc3)ncn2)cc1 | -17 | -28 | -3 | -23 | -23 | · | 4 | 10 | -2 | -4 | 10
CCN(CC)C(=O)c1ccc2nc3ccccc3nc2c1 | -10 | 12 | -14 | -2 | -12 | 3 | 9 | 20 | -23 | -5 | -1
